MBNL1 CUG block – qHTS Assay for Inhibitors of MBNL1-poly(CUG) RNA binding | Muscleblind-like protein 1 (Homo sapiens), Q9NR56 | TR-FRET MBNL1-His/biotin-(CUG)12 binding, 665/545 ratio | Potency, µM (titrated, usually from 57.5 µM), for inactives: top-dose activity change, negative = inhibition, actives largely listed as inhibitors | 280,000 compounds, 0.036% hits | AID 2675, 2010; active means well fitted inhibition curve with a large enough effect in the signal ratio, with a control signal flat, not every such curve was filed as active; inconclusive means small, poorly fitted or top-dose-only effect, or effect the other way, or a change in a side signal; inactive means no such curve, though single readings can be large or run the other way; the % refers to the signal ratio; further: potency means the concentration at half of the fitted maximal effect; on the % scale 0 is the no-effect control and ±100 the full control effect
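MBNL1-His + Biotin-(CUG)12, cpd titration 92 nM–58 uM; Tb anti-His Ab 0.055 ng/ul, SA-XL665 5 nM (final); 60 min RT; ratiometric 665/545 nm, Ex 340 nm; normalized to buffer and full-complex controls.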
Mito fusion yeast – qHTS Assay for Small Molecule Inhibitors of Mitochondrial Division or Activators of Mitochondrial Fusion; S. cerevisiae fusion-defective mutant growth rescue, CellTiterGlo 48 h; Potency, µM (highest dose often 46.1 µM), for inactives: top-dose growth rescue (activation), usual class: activators; 320,000 compounds, 0.23% hits; AID 485298, 2010;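 further: potency means the concentration at half of the fitted maximal effect; % of control where 0% means no effect; nearly all actives have a fitted effect of over 45% in size; temperature-sensitive fusion mutants such as fzo1-1 at 37 °C on non-fermentable ethanol glycerol medium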
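Compounds are tested for their ability to restore growth of mitochondrial fusion-defective yeast strains at non-permissive 37C in YPEG medium over 48 hours. Viability is quantified by luciferase luminescence.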
RORg inh – qHTS for inhibitors of ROR gamma transcriptional activity; Nuclear receptor ROR-gamma (Mus musculus), P51450; Drosophila S2 Gal4-RORgamma UAS-luciferase reporter, 20 h; Potency, µM (titrated, usually from 53.6 µM), inactives show at the top dose activity change, negative = inhibition, most hits filed as inhibitors; 310,000 compounds, 5.4% hits; AID 2551, 2010; further: potency means the concentration at half of the fitted maximal effect; on the % scale 0 is the no-effect control and ±100 the full control effect; nearly all actives have a fitted effect of over 60% in size
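Drosophila Schneider cells stably carrying a metallothionein-driven Gal4 DBD–ROR gamma fusion and a UAS-Photinus luciferase reporter were exposed to compound for 1 hr, then induced with copper sulfate (700 uM final) for 20 hr at ambient temperature before luminescence reading.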
PKM2 activator – qHTS Assay for Activators of Human Muscle isoform 2 Pyruvate Kinase; AID 1631, 2009; Pyruvate kinase PKM (Homo sapiens), P14618; Potency, µM (highest dose often 57.5 µM), inactives show top-dose activation, hits mostly activators; 260,000 compounds, 0.34% hits; purified PKM2, Kinase-Glo ATP luminescence, activation; response scale: 0% is enzyme alone, no compound; further: potency means the concentration at half of the fitted maximal effect; on the % scale 0 is the no-effect control and ±100 the full control effect; nearly all actives have a fitted effect of over 55% in size
Target sequence (P14618 whole entry, looked up, canonical isoform): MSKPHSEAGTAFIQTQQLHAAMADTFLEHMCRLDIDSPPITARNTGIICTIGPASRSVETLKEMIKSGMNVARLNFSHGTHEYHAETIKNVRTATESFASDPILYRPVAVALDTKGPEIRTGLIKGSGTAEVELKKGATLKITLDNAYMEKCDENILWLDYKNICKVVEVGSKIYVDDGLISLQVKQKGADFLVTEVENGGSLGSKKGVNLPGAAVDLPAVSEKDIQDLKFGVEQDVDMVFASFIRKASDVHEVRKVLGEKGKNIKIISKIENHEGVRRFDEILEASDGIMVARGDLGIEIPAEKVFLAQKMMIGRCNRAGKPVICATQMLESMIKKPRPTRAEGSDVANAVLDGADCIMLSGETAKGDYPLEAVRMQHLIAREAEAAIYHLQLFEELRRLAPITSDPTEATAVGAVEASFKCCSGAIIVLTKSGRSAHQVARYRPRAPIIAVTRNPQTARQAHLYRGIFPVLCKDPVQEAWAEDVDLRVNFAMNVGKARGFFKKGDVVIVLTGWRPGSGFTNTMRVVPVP
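hPK-M2, >95% pure; 0.1 mM ADP / 0.5 mM PEP final; imidazole pH7.2 buffer w/ 7 mM MgCl2, 50 mM KCl; 1 h RT; Kinase-Glo lum. Intermediate enzyme activity for dual inhibitor/activator qHTS.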
ELG1 DNA repair – qHTS screen for small molecules that inhibit ELG1-dependent DNA repair in human embryonic kidney (HEK293T) cells expressing luciferase-tagged ELG1; Potency, µM (titrated, usually from 46.1 µM), for the others: at the top dose activity change, negative = inhibition, most hits filed as inhibitors; HEK293T ELG1-luciferase reporter, luminescence, 16 h; DNA damage induced by 5-fluorouridine; 330,000 compounds, 2.3% hits; further: potency means the concentration at half of the fitted maximal effect; on the % scale 0 is the no-effect control and ±100 the full control effect; nearly all actives have a fitted effect of over 55% in size
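Quantitative HTS, concentration-response format. 2,000 cells/well co-treated with 5-fluorouridine and compound, 16 hr in 5% CO2 at 37 °C; ONE-Glo luminescence read after 30 min.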
Rab9 prom act – qHTS Assay for Rab9 Promoter Activators; Huh7 Rab9 promoter-luciferase reporter, luminescence, 24 h; Potency, µM (highest dose often 9.22 µM), inactives show at the highest dose activation, negative = inhibition, most hits filed as activators; 320,000 compounds, 2.8% hits; AID 485297, 2010; further: potency means the concentration at half of the fitted maximal effect; % of control where 0% means no effect; nearly all actives have a fitted effect of over 60% in size
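Promoter activation is measured as luciferase luminescence in Huh7 cells stably transfected with a Rab9 promoter–luciferase construct, following 24 h compound exposure at 37 °C and 10 min reagent incubation at ambient temperature.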
FLuc modulator – qHTS profiling assay for firefly luciferase inhibitor/activator using purifed enzyme and Km concentrations of substrates (counterscreen for miR-21 project); Luciferin 4-monooxygenase (Photinus pyralis), P08659; purified FLuc, Km substrates, luminescence inhibition; Potency, µM (top dose mostly 57.5 µM), inactives show top-dose activity change, negative = inhibition, hits mostly inhibitors; 360,000 compounds, 6.9% hits; AID 588342, 2011;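 further: potency means the concentration at half of the fitted maximal effect; plate controls were vehicle for no effect and reference inhibitor for full effect; nearly all actives have a fitted effect of over 55% in size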
Target sequence (P08659 whole entry, looked up): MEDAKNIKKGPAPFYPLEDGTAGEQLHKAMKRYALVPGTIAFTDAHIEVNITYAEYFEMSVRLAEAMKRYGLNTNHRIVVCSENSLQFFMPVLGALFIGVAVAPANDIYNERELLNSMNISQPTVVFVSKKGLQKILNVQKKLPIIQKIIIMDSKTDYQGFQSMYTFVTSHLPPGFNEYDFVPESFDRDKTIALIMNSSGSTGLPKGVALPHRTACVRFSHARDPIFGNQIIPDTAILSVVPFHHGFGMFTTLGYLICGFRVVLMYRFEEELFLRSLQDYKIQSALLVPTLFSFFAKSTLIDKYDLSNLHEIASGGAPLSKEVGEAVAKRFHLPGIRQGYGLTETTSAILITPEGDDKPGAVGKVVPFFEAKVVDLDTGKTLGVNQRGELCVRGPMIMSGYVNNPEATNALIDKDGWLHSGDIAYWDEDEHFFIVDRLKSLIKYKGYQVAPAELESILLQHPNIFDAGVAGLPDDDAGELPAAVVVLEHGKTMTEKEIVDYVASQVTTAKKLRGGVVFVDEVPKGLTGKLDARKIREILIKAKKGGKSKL
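Purified P. pyralis luciferase (10nM final) with 10uM D-luciferin and 10uM ATP (Km levels) in 50mM Tris acetate pH 7.5, 10mM Mg acetate, 0.01% Tween-20, 0.05% BSA; qHTS 6-point titration, ~60 µM downward; luminescence read.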
VP16 counter – VP16 counterscreen qHTS for inhibitors of ROR gamma transcriptional activity; Drosophila S2 Gal4-VP16 UAS-luciferase, luminescence, 20 h; Potency, µM (titrated, usually from 53.6 µM), without a hit: at the top dose activity, negative = inhibition, actives largely listed as inhibitors; 310,000 compounds, 3.5% hits;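 further: Gal4-VP16 expression switched on by copper sulfate through the metallothionein promoter; potency means the concentration at half of the fitted maximal effect; on the % scale 0 is the no-effect control and ±100 the full control effect; nearly all actives have a fitted effect of over 50% in size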
Menin MLL FP TR – qHTS Assay for Inhibitors Targeting the Menin-MLL Interaction in MLL Related Leukemias: Competition With Texas Red Labeled MLL-derived Mutant Peptide | O00255 | Menin + Texas Red MLL mutant peptide, fluorescence polarization | Potency, µM (titrated, usually from 61.6 µM), without a hit: at the highest dose FP activity change, negative = inhibition, most hits filed as inhibitors | 270,000 compounds, 0.23% hits | AID 1768, 2009; active means well fitted inhibition curve with a large enough effect in the polarisation, with a control signal flat, not every such curve was filed as active; inconclusive means small, poorly fitted or top-dose-only effect, or effect the other way, or a change in a side signal; inactive means no such curve, though single readings can be large or run the other way; the % refers to the polarisation; further: potency means the concentration at half of the fitted maximal effect; % of control where 0% means no effect; many of its hits are not listed in these tables
NPC1 prom act – qHTS Assay for NPC1 Promoter Activators | Potency, µM (series often up to 9.22 µM), for the others: top-dose activation, actives largely listed as activators | 320,000 compounds, 2.4% hits | Huh7 NPC1 promoter luciferase reporter, 24 h;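 further: potency means the concentration at half of the fitted maximal effect; % of control where 0% means no effect; nearly all actives have a fitted effect of over 60% in size; reporter is driven by a mutant NPC1 promoter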
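Huh7 cells stably carrying NPC1 promoter–luciferase, plated in Opti-MEM with 10% FBS for 2 h, were exposed to compound in DMSO for 24 h at 37 °C; luciferase reagent was added for 10 min and luminescence read.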
KCNH2 3.1 block – qHTS for Inhibitors of KCHN2 3.1: Mutant qHTS | Potassium voltage-gated channel subfamily H member 2, brain isoform KCNH2 3.1 (human) | U2OS KCNH2 3.1, thallium flux FluxOr; active compounds read low | activity change, % (tested at about 1.8 µM) | 340,000 compounds, 0.95% hits;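 active means maximum activity change below -70%; inconclusive means maximum activity change from -70% to -50%; inactive means maximum activity change above -50%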;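 further: thallium influx rate constant from kinetic fluorescence after stimulation buffer; on the % scale 0 is the no-effect control and ±100 the full control effect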
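FluxOr-based Tl+ influx in U2OS cells transduced with KCNH2 3.1 virus; rate constants normalized to DMSO controls.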
Active calls of the source: *; u = inconclusive; x = no result given; & = joins results of further samples; [ ] = another dose, or the depositor's remark. Unless noted, the call rests on the fitted dose curve; in most records, active means well fitted curve in the direction sought with a large enough effect; inconclusive means small, poorly fitted or top-dose-only effect, or another doubt; inactive means no such curve, though single readings can be large; an effect the other way counts as inactive or inconclusive. The list is partial, so the mix of outcomes need not match the whole.

SMILES	MBNL1 CUG block	Mito fusion yeast	RORg inh	PKM2 activator	ELG1 DNA repair	Rab9 prom act	FLuc modulator	VP16 counter	Menin MLL FP TR	NPC1 prom act	KCNH2 3.1 block
COc1ccc(Cn2c(C)nc3oc4cc(OC)ccc4c(=O)c3c2=O)cc1	22%	-2%	-43%	0%	2%	7%	3%	0%	3%	0%	6
C/C(N)=C(/C#N)C(=O)COC(=O)c1oc2ccccc2c1COC(C)C	3%	-6%	0%	-1%	u	0%	-3%	6%	6%	0%	23
COc1cc(C=Nc2ccccc2C(=O)Nc2ccccc2)cc(OC)c1OC	4%[11.5 µM]	-10%	-1%	-2%	8%	0%	0%	-18%	7%	0%	-4
CC(=O)c1sc(NC(=O)CN2C(=O)NC3(CCCC3)C2=O)nc1-c1ccccc1	x	-1%	x	x	-1%	-2%	0%	x	x	-2%	10
CCc1cccc(NC(=O)c2cccc(S(=O)(=O)N3CCN(C)CC3)c2)c1	-2%	1%	0%	x	-1%	1%	2%	4%	x	-2%	17
COc1ccc(-c2cc(=O)c3c(O)c(OC)c(O)cc3o2)cc1	12%	7%	u	-10%	u	3.5µM*	0.27µM*	10µM*	u	3.2µM*	16
O=C(CSCCO)Nc1ccc(C23CC4CC(CC(C4)C2)C3)cc1	4%	-6%	-2%	3%	u	-8%	u	8.9µM*	7%	0%	-15
COc1cc(C(CC(=O)O)n2cnnn2)ccc1OC(C)C (stereo unspecified)	0%	-3%	u	-2%	15%	-9%	-3%	-14%	-5%	-4%	9
COc1ccc(C(=O)CNc2ccc3ccccc3c2)cc1	7%	-1%	13µM*	-1%	u	18%	u	u	u	21%	-4
C/C(=N\NS(=O)(=O)c1ccccc1)c1ccccc1	3%	-5%	0%	-2%	7%	1%	0%	-3%	14%	-4%	-10
CC(C)(C)[C@@H]1CCC(=O)N(CC[C@H](Sc2ccccc2)c2ccccc2)CC1	3%	0%	21%	1%	-11%	0%	1%	1%	-16%	-1%	-39
COc1ccc(N2C(=O)CC(N3CCOCC3)C2=O)cc1 (stereo unspecified)	2%	-1%	-2%	-2%	-2%	-4%	-2%[2.3 µM]	17%	12%	-3%	13
CCc1nnc(SCC(=O)Nc2ccc3c(c2)OCO3)o1	0%	-2%	-7%	-7%	-2%	-8%	-3%	2%	x	0%	-2
S=c1[nH]nc(-c2ccccc2)c2ccccc12	28%	-10%	7.1µM*	-1%	-2%	-6%	2%	11µM*	-9%	19%	9
Cc1ccc(S(=O)(=O)NCCSc2nnnn2-c2ccccc2)cc1	-7%	8%	22%	-2%	-24%	-1%	6%&-1%	-16%	-5%	1%	28
CN(C(=S)NC(=O)Cc1ccccc1)c1ccccc1	-4%	3%	10µM*	-1%	2%	2%	u	u	-14%	0%	19
Cc1ccc(C(C(=O)Nc2ccc3c(c2)OCO3)N(C)C(=O)/C=C\c2ccc3c(c2)OCO3)cc1 (stereo unspecified)	3%	u	8%	-5%	-7%	-1%	-6%	-2%	-5%	-1%	-1
c1csc(-c2nc(-c3ccncc3)no2)c1	-4%	0%	-25%	-17%	u	2.5µM*	13µM*	-5%	0%	3.2µM*	-15
CCOC(=O)c1c(NC(C)=O)sc2c1CCN(Cc1ccccc1)C2	-8%	-2%	10%	-7%	3%	0%	-2%	-2%	-5%	-2%	12
Cc1ccnc(Nc2nc(-c3ccc(O)cc3)cs2)c1	2%	-4%	3.2µM*	4%[11.5 µM]	u	3.2µM*	8.5µM*	4µM*	u	2.5µM*	1

Complete entries, looked up by structure. Values in the order: MBNL1 CUG block	Mito fusion yeast	RORg inh	PKM2 activator	ELG1 DNA repair	Rab9 prom act	FLuc modulator	VP16 counter	Menin MLL FP TR	NPC1 prom act	KCNH2 3.1 block
O=C(CSCCO)Nc1ccc(C23CC4CC(CC(C4)C2)C3)cc1 as listed: 4%	-6%	-2%	3%	u	-8%	u	8.9µM*	7%	0%	-15
S=c1[nH]nc(-c2ccccc2)c2ccccc12 as listed: 28%	-10%	7.1µM*	-1%	-2%	-6%	2%	11µM*	-9%	19%	9

Remaining list, next part
SMILES	MBNL1 CUG block	Mito fusion yeast	RORg inh	PKM2 activator	ELG1 DNA repair	Rab9 prom act	FLuc modulator	VP16 counter	Menin MLL FP TR	NPC1 prom act	KCNH2 3.1 block
O=C(CN1CCN(CCO)CC1)Nc1ccccc1	-3%	-1%	-23%	1%	1%	3%	0%	-2%	-4%	0%	12
O=C(CSC(=S)N1CCCC1)N1CCN(S(=O)(=O)c2cccc([N+](=O)[O-])c2)CC1	7%	2%	3%	-3%	6%	3%	-1%	1%	x	-5%	1
CC1CCN(CC(=O)Nc2ccccc2Sc2ccccc2)CC1	-11%	14%	4%	-5%	-20%	-7%	-3%	u	-22%	-2%	-3
CCOc1cccc(=O)c2c(C)n(Cc3ccccc3)c(C)c12	12%	u	-1%	-1%	u	-13%	u	-13%	-14%	-3%	28
CCn1cc(C(=O)N/N=C(/C)c2ccc(F)cc2)c(=O)c2cc(F)c(N3CCCC3)cc21	-8%	-1%	13%	-1%	-11%	-1%	0%	-5%	u	1%	x
CN1CCN(c2ccc(NC(=O)c3ccc(C#N)cc3F)cc2Cl)CC1	x	-2%	-29%	0%	15%	17%	u	3%	6%	5%	-43
CCCCOC(=O)CCn1[nH]c(=O)c2ccccc2c1=O	4%	2%	27%	-1%	-2%	-1%	7%	u	8%	-1%	-4
CCCC(=O)c1cc2c(cc1NC(=O)CC)OCCO2	2%	0%	19%	0%	-13%	-3%	0%	20%	-7%	-2%	4
Cc1ccc(-c2nnc(-c3ccc(Br)cc3)o2)o1	8%	-2%	-23%	1%	u	3.2µM*	3µM*	u	10%	u	-22
N#Cc1ccc(C2=CC(=O)C[C@H](c3ccc(F)cc3)C2)cc1	x	u	x	x	u	-6%	-3%	x	x	1%	-47
CC(C)[C@H](NC(=O)N1CC(=O)Nc2ccccc21)C(=O)Nc1nccs1	-4%	-20%	4%	x	0%	-1%	0%	-8%	-17%	-2%	-2
CC(C)NC(=O)c1ccc(COCC(F)(F)F)cc1	-8%	0%	4%	-13%	20%	14%	-3%	0%	-14%	1%	1
COc1cc(C(=O)NC23CC4CC(CC(C4)C2)C3)cc(OC)c1OC	1%	3%	3%	1%	10%	-5%	-1%	4%	-5%	-1%	-9
CCN(C(=O)c1cnc(N2CCN(c3ncccn3)CC2)c2ccccc12)c1cccc(Cl)c1	-6%	3%	2%	-2%	u	-14%	-3%	3%	u	-4%	14
COc1ccccc1N1CCN(C(c2cc3ccc(C)cc3[nH]c2=O)c2nnnn2C2CCCC2)CC1 (stereo unspecified)	u	2%	33%	11%	u	7%	1%	1%	-18%	-2%	-18
O=C1CC(Sc2ncccn2)C(=O)N1c1ccccc1C(F)(F)F (stereo unspecified)	1%	-8%	4.5µM*	23%	-3%	-4%	-12%	7.1µM*	7%	8%	-9
O=C(O)CC(Cc1ccccc1)C(=O)Nc1ccc([N+](=O)[O-])cc1 (stereo unspecified)	x	-5%	-5%	-7%	4%	4%	0%	-3%	15%	-3%	12

Screening results as filed in PubChem BioAssay.
